ATG4B inhibitor: ATG4B protease inhibitors, primary screen, biochemical, fluorescence, uHTS. Cysteine protease ATG4B (Homo sapiens), Q9Y4P1. ATG4B cleavage of LC3-PLA2, NBD-HPC fluorescence, 1 h. inhibition, % at 8.33 µM. hit rate 0.51% among 340,000. AID 504462, 2011; in the data active = inhibition above about 40%
Target sequence (Q9Y4P1 whole entry, looked up): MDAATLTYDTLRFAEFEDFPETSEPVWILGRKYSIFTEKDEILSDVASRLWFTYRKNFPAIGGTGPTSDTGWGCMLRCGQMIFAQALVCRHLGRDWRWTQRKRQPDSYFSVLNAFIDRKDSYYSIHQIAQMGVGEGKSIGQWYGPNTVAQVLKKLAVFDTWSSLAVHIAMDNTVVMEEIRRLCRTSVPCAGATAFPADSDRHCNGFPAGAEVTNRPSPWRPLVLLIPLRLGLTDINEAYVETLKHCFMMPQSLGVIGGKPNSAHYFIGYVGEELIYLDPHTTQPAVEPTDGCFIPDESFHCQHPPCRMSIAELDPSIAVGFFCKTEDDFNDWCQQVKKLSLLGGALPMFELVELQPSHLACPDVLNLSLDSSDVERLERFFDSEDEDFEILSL
CCR6 antag: CCR6 receptor antagonists, primary screen, cell-based, CHO-K1, luminescence, beta-arrestin, uHTS; C-C chemokine receptor type 6 (Homo sapiens), P51684; CHO-K1 CCR6 PathHunter beta-arrestin, CCL20-stimulated; inhibition, % at 20 µM; hit rate 0.49% among 340,000;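 active = compounds whose inhibition of the agonist-driven luminescence signal at 20 µM reaches about 50%, limit read from the data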;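 note: cells stimulated with CCL20 at 14 nM final; plate controls were DMSO with CCL20 for no effect and DMSO without agonist for full effect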
CXCR6 block: CXCR6 receptor inhibitors, primary screen, cell-based, beta-arrestin, luminescence, CHO-K1 PathHunter, 1536-well; inhibition, % at 20 µM; hit rate 0.36% among 360,000; in the data active = inhibition above about 34%, passing the limit was not always enough;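 note: antagonist mode with CXCL16 agonist at 10 nM final; 0% = 10 nM CXCL16 with DMSO and 100% = unstimulated wells without agonist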
UBC13 inh: UBC13 polyubiquitin chain formation inhibitors, primary screen, biochemical, TR-FRET, uHTS. hit rate 0.47% among 330,000. inhibition, % at 20 µM. Ubiquitin-conjugating enzyme E2 N (Homo sapiens), P61088; in the data active = inhibition above about 45%, passing the limit was not always enough
Target sequence (P61088 whole entry, looked up): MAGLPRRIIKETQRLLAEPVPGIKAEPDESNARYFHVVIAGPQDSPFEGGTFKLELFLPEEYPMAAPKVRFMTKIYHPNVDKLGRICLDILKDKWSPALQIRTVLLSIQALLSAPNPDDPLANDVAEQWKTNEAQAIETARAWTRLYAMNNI
EBI2 antag: EBI2 receptor antagonists, beta-arrestin recruitment, primary screen, cell-based, luminescence, 7a,25-OHC stimulation, uHTS | AID 651636, 2012 | 7a,25-OHC stimulated | inhibition, % at 5 µM | hit rate 0.81% among 360,000 | G-protein coupled receptor 183 (Homo sapiens), P32249; in the data active = inhibition above about 38%;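 note: enzyme fragment complementation signal reports receptor beta-arrestin coupling in cells; 0% = agonist plus DMSO wells and 100% = wells without agonist; some results beyond the cut were filed as inactive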
APJ antag: antagonists of human apelin receptor APJ, primary screen, CHO-K1 cells, beta-arrestin complementation, luminescence; hit rate 0.32% among 330,000; P35414; inhibition, % at 20 µM;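 active = inhibition above about 40% at 20 µM, limit read from the data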;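 note: cells challenged with 10 nM apelin-13 agonist together with compound; plate controls were apelin-13 plus DMSO wells for no effect and DMSO wells lacking apelin-13 for full effect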
Target sequence (P35414 whole entry, looked up): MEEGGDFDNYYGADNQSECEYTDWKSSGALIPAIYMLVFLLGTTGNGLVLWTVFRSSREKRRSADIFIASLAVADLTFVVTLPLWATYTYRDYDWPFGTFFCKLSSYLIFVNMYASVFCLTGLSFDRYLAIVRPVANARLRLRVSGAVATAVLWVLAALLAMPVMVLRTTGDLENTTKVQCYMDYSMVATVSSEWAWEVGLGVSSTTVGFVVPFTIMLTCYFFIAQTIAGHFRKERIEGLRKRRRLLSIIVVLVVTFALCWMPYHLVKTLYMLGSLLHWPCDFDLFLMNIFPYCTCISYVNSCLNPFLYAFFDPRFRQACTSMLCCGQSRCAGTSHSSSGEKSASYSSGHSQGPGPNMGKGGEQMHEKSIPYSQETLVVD
Gli-Sufu block: Gli-Sufu pathway antagonists, primary screen, luciferase luminescence, Sufu-KO-LIGHT cells, uHTS. AID 588413, 2011. inhibition, % at 5 µM. Sufu-KO-LIGHT fibroblasts, Gli luciferase reporter luminescence. hit rate 0.74% among 340,000;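 active = inhibition above about 55%, limit read from the data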;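 note: 0% = DMSO-treated cells and 100% = wells with medium but no cells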
APJ ag: agonists of human apelin receptor APJ, primary screen, CHO-K1 cells, PathHunter beta-arrestin, luminescence | activation, % at 20 µM | 0% DMSO wells, 100% apelin | hit rate 0.11% among 330,000 | AID 2520, 2010;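 active = activation more than six SD over the plate average, tested at 20 µM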;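 note: 0% = DMSO alone and 100% = apelin-13 at 10 nM; some results filed as inactive read as strong as hits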
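Assay system: engineered CHO-K1 APJ arrestin reporter cells; Amount: 1000 CHO-K1 reporter cells seeded per well; Dosing: one dose, 20 µM compound, 1% DMSO; Times: compound stimulation 90 min at 25 °C, detection 60 min; Measured by: luminescent beta-gal fragment complementation, chemiluminescent substrate; Read-out: APJ–arrestin association signal; Controls: DMSO vs Apelin-13 10 nM.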
The depositor's hits bear a star; / = not tested or not shown.

SMILES	ATG4B inhibitor	CCR6 antag	CXCR6 block	UBC13 inh	EBI2 antag	APJ antag	Gli-Sufu block	APJ ag
COc1cc2c(cc1OC)CN(C(=O)CSc1n[nH]c(N)n1)CC2	5.2	2.3	-6.0	4.2	3.7	11.8	-10.7	1.3
COc1cc(NC(=O)c2ccc(Cl)cc2Cl)ccc1-c1cc2ccccc2oc1=O	-5.4	5.2	-5.0	39.3	-4.4	14.9	11.4	2.9
COc1ccc2nc(NC(=O)C3CSC4(C)CCC(=O)N34)sc2c1 (stereo not drawn)	-4.0	5.2	-4.7	4.6	-2.1	15.5	-9.1	-4.9
Cc1ccc(-c2nc3ncccc3o2)cc1NC(=O)c1ccco1	-2.3	-5.2	1.8	0.4	-27.6	9.2	10.5	-2.6
CC1CCCN(C(=O)COC(=O)c2ccc(=O)n(Cc3ccccc3)n2)C1 (stereo not drawn)	-0.7	10.3	-3.0	0.6	7.8	28.7	-7.4	-3.4
CC(C)NC(=S)NC1(C)CCS(=O)(=O)C1 (stereo not drawn)	33.0	7.7	-1.4	-4.0	-11.1	-15.1	-2.1	-4.8
CCCN(CC(=O)Nc1ccc(Cl)cc1Cl)C(=O)CC(NC(C)=O)c1ccccc1 (stereo not drawn)	0.5	0.1	5.3	-6.4	2.5	10.1	-22.6	-3.2
CN1c2ccc(Cl)cc2C(=O)NC1c1ccc([N+](=O)[O-])s1 (stereo not drawn)	4.5	17.6	-15.9	-1.5	-5.3	-50.3	10.8	2.0
NS(=O)(=O)c1ccc(Sc2ccc3ccccc3c2)nc1	-17.7	-1.0	-1.4	4.5	13.5	-9.3	-10.4	-3.4
CS(=O)(=O)Nc1ccc(C(=O)N2CCN(c3ccccc3)CC2)cc1	2.1	-4.9	-1.3	9.0	-2.2	5.2	-3.4	-4.4
CC1=NN(c2nc(-c3ccc(Cl)cc3)cs2)C(=O)C1	3.2	16.4	7.2	-18.4	4.0	18.1	-4.2	-8.7
CCOc1ncccc1C(=O)OCC(=O)Nc1ncc(C(F)(F)F)cc1Cl	-7.1	3.1	-3.5	-6.3	3.1	3.0	4.3	-3.1
CCCN(CCC)CCOc1cc(C)ccc1C(C)C	6.8	-8.4	-12.1	8.8	2.9	2.4	-4.2	-3.5
CCOc1ccc(NC(=S)NNC(=O)c2ccc(Br)cc2)cc1	1.1	17.4	1.7	4.0	18.1	7.8	/	-3.5
O=C(OCCn1c(=S)sc2ccccc21)c1ccccc1	2.9	11.4	27.6	/	4.4	/	-15.2	/
CCN(CCn1cccn1)C(=O)CCc1nnc(C2CCCCC2)o1	-1.1	2.4	-6.7	-1.5	-2.9	2.6	-8.1	-3.4
Cc1cc(C)c(C(=O)N2CCCC(C(=O)c3cc(F)ccc3F)C2)o1 (stereo not drawn)	-3.2	-21.5	2.6	1.0	-3.2	8.2	-1.2	-0.7
Cn1nccc1C(=O)N/N=C/c1ccccc1[N+](=O)[O-]	-5.7	-1.6	4.0	-5.1	4.3	10.4	-22.1	1.3
Cc1cc(C)n(C(=O)c2cc([N+](=O)[O-])cc([N+](=O)[O-])c2)n1	-2.1	-15.0	-23.2	-2.4	-1.4	-26.9	-1.8	-0.9
COc1ccc(CCNC(=O)COc2ncnc3ccccc23)cc1	-7.2	1.6	-4.0	-6.4	-12.3	-3.9	0.8	1.2
COc1cccc(C2=CC(c3cccc(OC)c3OC)n3nnnc3N2)c1 (stereo not drawn)	-9.8	6.8	-8.1	-4.1	5.4	16.0	-13.0	-2.9
CC(C)C(=O)c1ccc(O)c(O)c1	-2.0	-3.3	-4.3	-5.2	2.6	-17.6	3.4	1.1
N#Cc1c(N(CCO)CCO)nc(N)c2c(N)nc3c(c12)CC(=O)N3Cc1cccs1	2.9	1.0	-26.3	-1.0	3.1	-76.0	-9.2	3.4
CSC1=C(C#N)C(c2ccccc2Cl)C(C(C)=O)=C(C)N1 (stereo not drawn)	-6.6	-3.3	7.5	4.6	65.3*	9.7	3.5	-0.7
CC(OC(=O)c1nc(Cl)ccc1Cl)C(=O)c1ccccc1 (stereo not drawn)	3.4	8.7	-9.4	-0.1	9.4	5.0	-1.4	-0.7

Other structures
SMILES	ATG4B inhibitor	CCR6 antag	CXCR6 block	UBC13 inh	EBI2 antag	APJ antag	Gli-Sufu block	APJ ag
Cc1noc(C)c1C(=O)Nc1nc2ccc(S(C)(=O)=O)cc2s1	-0.2	7.6	-5.0	-3.5	1.1	-9.9	-40.4	-5.0
CCOC(=O)COc1coc(CN2CCN(c3ccccc3)CC2)cc1=O	5.6	-0.6	-5.5	-2.0	-1.3	-6.4	-12.4	-2.8
O=S(=O)(Cc1ccccc1Cl)NCc1ccccc1	-4.3	10.8	-4.2	-0.9	-10.9	-3.0	3.1	-3.2
O=C(CCN1C(=O)/C(=C\c2cccc(Br)c2)SC1=S)N1CCOCC1	1.4	9.0	-11.7	-0.5	8.0	-5.0	4.0	1.1
COc1ccc(N2CC(C(=O)N3CCc4ccccc43)CC2=O)cc1 (stereo not drawn)	2.5	-4.8	-3.8	6.4	3.8	-9.8	-3.9	-2.9
Cc1nnc(SCCC(=O)Nc2ccc(F)cc2)s1	-7.6	-5.5	-3.2	4.8	-7.5	20.9	-14.9	-4.7
O=C(NCC1CCCO1)C(Cc1ccccc1)N1C(=O)C2C3C=CC(C4CC34)C2C1=O (stereo not drawn)	12.4	6.0	-18.9	7.3	0.8	-38.0	-0.5	-1.7
CC(C)C(=O)Nc1cccc(C(=O)Nc2ccccc2C(=O)O)c1	0.2	-3.8	-4.1	-17.6	-11.7	6.9	6.1	0.8
CC(SCC(=O)Nc1ccc(F)cc1)c1nc2ccccc2c(=O)[nH]1 (stereo not drawn)	2.6	-2.3	7.1	5.7	4.7	-6.7	2.8	-4.1
Cc1ccc(NC(=O)CNc2cccc(S(=O)(=O)N3CCOCC3)c2)cc1F	-1.2	-0.1	-12.0	-4.1	1.8	5.1	-2.5	9.1
Nc1c(C(=O)Nc2cccc(F)c2)nnn1-c1ccc2c(c1)OCCO2	3.6	7.5	-0.5	4.8	0.6	-1.8	-102.8	1.6
O=C(Cc1ccccc1)NC(=S)Nc1ccc(OC(F)F)cc1	0.3	24.0	-17.5	6.1	-1.7	-11.8	-2.2	0.9
NC(=O)c1oc2ccccc2c1NC(=O)Cc1ccccc1	3.6	-5.3	-7.8	-10.1	1.9	-6.7	1.4	0.2
CN(C)CCCN(C(=O)CCSc1ccccc1)c1nc2cc3c(cc2s1)OCO3	-2.6	28.6	-4.0	20.3	13.9	14.3	12.4	-3.5
CN(/N=C/c1cccc(Br)c1)C1=NS(=O)(=O)c2ccccc21	-2.4	8.5	-3.1	1.0	1.5	-0.6	17.7	-4.6
COc1ccccc1-c1nc(SCC(=O)Nc2cc(C)on2)c2c(=O)n(C)c(=O)n(C)c2n1	5.1	17.4	14.4	12.9	7.0	6.4	10.0	-4.5
CNC(=O)C1C2C=CC3(O2)C1C(=O)N(C1CC1)C3C(=O)NCc1ccc(OC)cc1 (stereo not drawn)	3.0	-4.8	-11.9	11.0	-1.4	9.1	-16.0	-3.8
O=C(CSc1nnc(-c2ccc3c(c2)OCO3)o1)Nc1ncc(Cl)cc1Cl	6.2	9.2	-12.8	-3.3	-1.2	9.5	-14.4	-9.7
O=[N+]([O-])c1ccc(CSc2ccc(S(=O)(=O)N3CCCC3)cn2)cc1	5.3	10.4	-31.7	13.5	1.7	-11.5	0.8	0.8
CCOC(=O)c1ccc(N2CCOCC2)c(NC(=O)c2c(-c3ccccc3)noc2C)c1	-1.2	11.7	8.9	0.9	-5.1	19.9	-4.2	-0.3
COc1ccc(NC(=O)c2cccs2)c([N+](=O)[O-])c1	3.2	-40.3	-2.4	-16.4	-12.7	-38.9	0.6	0.7
CC(=O)Nc1ccc(NC(=O)c2ccccc2S(=O)(=O)c2ccc([N+](=O)[O-])cc2)cc1	-10.5	-29.1	-18.2	-26.9	-3.5	-31.1	3.2	5.6
CCOC(=O)c1ccccc1NC(=O)CSc1ncc(C(=O)OCC)c(N)n1	-7.0	-5.4	-8.7	-17.0	4.5	-6.6	2.4	-0.6
N#Cc1ccc(-c2ccc(F)cc2)nc1Oc1ccc(F)cc1	6.1	2.9	-1.7	5.9	8.2	10.1	-11.8	-0.8
CCOC(=O)COc1c(Cl)cc(/C=C2\N=C(C)OC2=O)cc1OC	-15.5	8.3	8.3	1.0	-4.5	9.7	-1.3	-6.4

Among those listed so far, 3 have bromine:
SMILES	ATG4B inhibitor	CCR6 antag	CXCR6 block	UBC13 inh	EBI2 antag	APJ antag	Gli-Sufu block	APJ ag
CCOc1ccc(NC(=S)NNC(=O)c2ccc(Br)cc2)cc1	1.1	17.4	1.7	4.0	18.1	7.8	/	-3.5
O=C(CCN1C(=O)/C(=C\c2cccc(Br)c2)SC1=S)N1CCOCC1	1.4	9.0	-11.7	-0.5	8.0	-5.0	4.0	1.1
CN(/N=C/c1cccc(Br)c1)C1=NS(=O)(=O)c2ccccc21	-2.4	8.5	-3.1	1.0	1.5	-0.6	17.7	-4.6

(more compounds)
SMILES	ATG4B inhibitor	CCR6 antag	CXCR6 block	UBC13 inh	EBI2 antag	APJ antag	Gli-Sufu block	APJ ag
CC(C)Oc1ccc(/C=N/NC(=O)c2nnn(-c3nonc3N)c2CN(C)C2CCCCC2)cc1	0.6	8.3	2.2	-8.2	18.8	12.3	53.0	0.9
CCOC(=O)Cc1csc(NC(=O)/C=C/c2ccc(OC)cc2)n1	3.1	6.9	-11.0	-6.7	46.1*	-32.9	16.7	-0.7
CC1CCN(S(=O)(=O)c2nnc(NC(=O)c3cccc([N+](=O)[O-])c3)s2)CC1	10.8	5.9	-6.2	-10.0	1.7	2.0	9.3	-0.6
Cc1nc(Nc2ccccc2C)c2cnn(C)c2n1	9.2	0.4	-6.4	/	4.9	/	-8.3	/
O=C(C1CCN(Cc2ccc(Cl)cc2)CC1)N1CCN(C(c2ccccc2)c2ccccc2)CC1	-2.8	1.9	26.5	-1.4	17.8	0.8	17.6	-2.2
O=C(NNC(=O)C1CCC1)c1ccc(Cl)cc1	0.6	-1.3	3.7	1.9	-3.5	28.2	/	6.7
COc1ccc2nc(C)cc(SCC(=O)N/N=C/c3c(OC)ccc4ccccc34)c2c1	5.5	-5.5	-8.8	/	9.2	/	11.0	/
COc1ccccc1CN1CCN(Cc2ccco2)CC1	2.4	-1.4	-2.9	-4.9	3.3	9.4	8.7	-1.3
Cc1nn(C(=O)CNS(=O)(=O)c2ccccc2)c(C)c1Sc1ccc(Cl)cc1	-0.4	6.3	-5.6	-4.2	-7.5	-0.8	-12.5	-0.4
O=C(O)CCC(=O)NN1C(=O)c2ccccc2NC1c1ccco1 (stereo not drawn)	0.7	6.9	-4.5	5.2	0.1	-4.8	1.8	-6.3
Cc1ccc(C)c(SCC(=O)NC2CCS(=O)(=O)C2)c1 (stereo not drawn)	1.7	-1.5	3.6	-4.1	-2.6	-41.6	-4.0	-2.8
Cn1c(=O)[nH]c(=O)c2c1nc(N1CCCC1)n2CCO	1.2	-4.4	0.8	-2.9	3.6	10.5	2.5	-2.9
O=C(c1ccccc1)c1cc2cc(Cl)ccc2[nH]1	-4.7	10.9	-3.4	3.9	5.4	-0.9	-23.9	-4.2
Nc1ccc2c(c1)Oc1ccccc1C=C2	-0.8	-12.8	-5.6	-1.9	3.3	0.5	-34.8	-0.2

High-throughput results deposited in PubChem BioAssay by Sanford-Burnham Center for Chemical Genomics.
